Screens: PubChem BioAssay, several laboratories
HIV RNase H inh: HIV-1 RT RNase H inhibitors, primary screen, biochemical, fluorescence. Gag-Pol polyprotein (Human immunodeficiency virus type 1 group M subtype B (isolate …. RT-RNase H RNA/DNA duplex cleavage. inhibition, % at 10 µM. actives 1.9% (n = 65,000). AID 565, 2006; in the data active = inhibition above about 50%
RmlCD inh mix: RmlC and RmlD coupled enzyme inhibitors, primary screen, biochemical, 384-well, compound mixtures, retest. RmlC/RmlD coupled enzyme inhibition, 384-well mixture HTS. AID 1532, 2009. actives 0.39% (n = 110,000). inhibition, % at 5.5 µM; in the data active = inhibition above about 30%, passing the limit was not always enough; also: strong numbers were not always called active
* hit, by the source's call; . = not tested or not shown.

Every second line gives: HIV RNase H inh	RmlCD inh mix
> CC(=O)OCC(=O)[C@@]1(OC(C)=O)[C@@H](C)C[C@H]2[C@@H]3C[C@H](F)C4=CC(=O)C=C[C@]4(C)[C@@]3(F)[C@@H](O)C[C@@]21C
 : -9	4
> CCOC(=O)c1sc2nc(N3CCOCC3)c3c(c2c1N)CCN(C)C3
 : -9	-39
> Cc1sc(NC(=O)CSc2nnc(C)c(=O)[nH]2)c(C#N)c1C
 : 2	0
> Cc1ccc(C(=O)NC(=S)NCC(=O)c2ccccc2)cc1
 : .	4
> COC(=O)c1nn(-c2c(C)n(C)n(-c3ccccc3)c2=O)cc1O
 : 1	4
> O=C(CCCn1c(=O)[nH]c2ccsc2c1=O)N1CCN(Cc2ccc3c(c2)OCO3)CC1
 : .	-1
> COc1ccc(N2CCN(C(=O)c3ccc(NS(=O)(=O)c4cccc(F)c4)cc3)CC2)cc1
 : -1	17
> Cc1ccc(-c2nnc(C)c(N3CCOCC3)n2)cc1
 : .	-2
> CCCNC(=O)NC(=O)CSc1nc2cc(C(=O)OC)ccc2c(=O)n1-c1ccccc1
 : .	-8
> O=C(CCCOc1ccc(Cl)cc1)N1CCOCC1
 : -7	-6
> COc1ccc(OCCNc2cc(Cl)ccc2[N+](=O)[O-])cc1
 : .	13
> Cc1ccc(NC(=O)C2CCCN2S(=O)(=O)c2cccc3cccnc23)cc1F (stereo unspecified)
 : -26	10
> CN(CC(=O)OCC(=O)NC(=O)c1cccn1C)S(=O)(=O)c1ccc(Cl)cc1
 : .	-12
> CCNS(=O)(=O)c1ccc(NC(=O)Cc2ccc(F)cc2)cc1
 : -5	3
> COC(C/C=C\C(=O)[C@@H](C)OCc1ccccc1)OC
 : .	-3
> Cc1nnc(SCC(=O)N2CCCc3ccccc32)[nH]c1=O
 : .	-7
> CCN1C(=O)/C(=C\c2ccc3c(c2)OCO3)C(C(=O)OC)=C1C
 : .	14
> N#Cc1ccc(CSc2nnc(-c3ccncc3)n2CCc2ccccc2)cc1
 : -9	6
> Cc1ccc(S(=O)(=O)N2CCN(C(=O)CN3CCN(C)CC3)C2)cc1
 : -6	-13
> Cc1cc(NC(=O)NC(=O)c2cccc(OC(F)(F)C(F)F)c2)n[nH]1
 : 15	-17

Complete entries, quoted from the list:
COC(=O)c1nn(-c2c(C)n(C)n(-c3ccccc3)c2=O)cc1O across the screens: HIV RNase H inh: 1; RmlCD inh mix: 4
CCN1C(=O)/C(=C\c2ccc3c(c2)OCO3)C(C(=O)OC)=C1C across the screens: HIV RNase H inh: .; RmlCD inh mix: 14

Later entries
Every second line gives: HIV RNase H inh	RmlCD inh mix
> CC(C)(C)NS(=O)(=O)c1ccc(NS(=O)(=O)Cc2ccccc2)cc1
 : .	8
> Cc1cccc(NC(=O)CC2NCCNC2=O)c1 (stereo unspecified)
 : .	14
> CCOC(=O)c1cccc(NC(=O)C2CCCO2)c1 (stereo unspecified)
 : -6	-14
> CC(C)OC(=O)c1cn(-c2ccccc2)nc1-c1ccc2c(c1)OCCO2
 : .	-19
> Cc1nc2c(C(=O)N3CCN(c4ccccn4)CC3)cnn2c(C)c1Cc1cccc(Cl)c1
 : -30	-2
> CC(=O)NC1=NN(C(C)=O)C(C)(CS(=O)(=O)c2ccc(C)c(C)c2)S1 (stereo unspecified)
 : .	-11
> CCOC(=O)N1CCN(S(=O)(=O)c2ccc(C(=O)Nc3nc4ccccc4s3)cc2)CC1
 : -4	.
> Fc1cccc(CN2CCCCCCC2)c1
 : -2	-27
> COC(=O)[C@H](C)NC(=O)Nc1ccc(OC)c(OC)c1
 : -4	-14
> COc1ccc(CCn2c(N)cc(=O)[nH]c2=S)cc1OC
 : -17	-11
> Cc1nc2ccccn2c1/C(O)=C1\C(=O)C(=O)N(CCCN(C)C)C1c1ccc(F)cc1 (stereo unspecified)
 : 0	.
> COc1ccc(CCNCc2ccncc2)cc1
 : .	7
> C=C/C(C)=C/CC1C(=C)CCC2C(C)(C(=O)O)CCCC12C (stereo unspecified)
 : .	-1
> CCOC(=O)c1c(N)sc(C(=O)Nc2ccc3c(c2)OCO3)c1C
 : -8	0
> CCC(C(=O)NCc1ccc(OC)cc1)n1nc(C)n2c(cc3occc32)c1=O (stereo unspecified)
 : .	7
> Cn1cnc2c(N3CCCCC3)nccc21
 : -2	3
> CC(C1CC2CCC1C2)n1c(COc2ccccc2F)nnc1SCC(N)=O (stereo unspecified)
 : .	-1
> c1ccc(-n2c(-c3ccco3)nnc2N2CCOCC2)cc1
 : -7	-12
> COc1ccc(N(CC(=O)NCC2CCCO2)S(=O)(=O)c2ccc(C)cc2)cc1OC (stereo unspecified)
 : .	-9
> COc1ccc(S(=O)(=O)N2Cc3ccccc3CC2C(=O)O)cc1OC (stereo unspecified)
 : -6	1

A few values from the list:
For RmlCD inh mix, CCOC(=O)c1c(N)sc(C(=O)Nc2ccc3c(c2)OCO3)c1C is entered as 0
For RmlCD inh mix, CC(C)(C)NS(=O)(=O)c1ccc(NS(=O)(=O)Cc2ccccc2)cc1 is entered as 8

Additional results follow:
Every second line gives: HIV RNase H inh	RmlCD inh mix
> CCn1c(NCc2ccccc2Cl)nc2ccccc21
 : .	8
> CCC(=O)Oc1ccc(/C(CC)=C(\CC)c2ccc(OC(=O)CC)cc2)cc1
 : 1	1
> O=C(Cn1ncc2ccccc21)N1CCC2(CC1)OCCO2
 : -2	-7
> CCc1nnc2sc(-c3cc(-c4ccccc4)nc4ccccc34)nn12
 : -3	5
> CC1CC(C)CN(C(=O)COc2ccc(-c3nnco3)cc2)C1 (stereo unspecified)
 : -1	9
> Cc1cccc(-c2nc(CS(=O)CC(=O)N3CCc4ccccc4C3)c(C)o2)c1 (stereo unspecified)
 : -5	38
> COc1ccc(N2C(=O)c3ccc(C(=O)OC(C)C)cc3C2=O)cc1
 : .	1
> COc1ccc(C2=NOC(C(=O)N3CCOCC3)C2)cc1OC (stereo unspecified)
 : -9	-10
> CN(C)C(=O)c1cc(Cl)ccc1Sc1cc(Cl)ccc1Cl
 : .	4
> Cc1ccc(-c2nnn(CC(=O)N(c3ccccc3F)C(C(=O)NC3CCCC3)c3ccco3)n2)o1 (stereo unspecified)
 : -3	6
> CSc1ccc(N2CCN(CCCNC(=O)Nc3ccccc3F)CC2)cc1
 : .	12
> CC1(C)Cc2c(C#N)c(NCc3ccco3)nc(-c3ccco3)c2CO1
 : 12	-7
> CCOC(=O)SC1=N/C(=C\c2ccc(N(C)C)cc2)C(=O)S1
 : 37	-2
> CCCCC1=CC2=C(c3ccco3)C(=O)C(C)(OC(=O)c3ccc(OC)cc3)C(=O)C2=CN1CCc1ccccn1 (stereo unspecified)
 : .	-11
> O=C(NCc1ccccc1Cl)C1CCN(S(=O)(=O)N2CCC3(CC2)OCCO3)CC1
 : 1	.
> CC(C)(C)c1ccc(CN2C(=O)CN=C(c3ccccc3)c3ccccc32)cc1
 : .	-2
> CC(=O)N(c1c(C)n(C)n(-c2ccccc2)c1=O)C1(C(=O)NC2CCCC2)CCCCC1
 : 2	7
> CCSc1nnc2c(n1)OC(C)(C)Nc1ccccc1-2
 : 4	-12
> O=C(c1cnn2c(C(F)(F)F)cc(-c3cccs3)nc12)N1CCN(C(c2ccccc2)c2ccccc2)CC1
 : .	-7
> Nc1cccc(-n2nncc2-c2ccc(Cl)cc2)c1
 : -50	.
> Cc1nn2c(-c3cccc(NC(=O)CSc4nc5ccccc5o4)c3)nnc2c2ccccc12
 : 89*	13
> Cc1ccccc1S(=O)(=O)Cc1ccc(C(=O)NCCN2CCCCC2C)o1 (stereo unspecified)
 : -27	-12
> O=C(Nc1nnc(-c2cccs2)o1)c1cccc(Oc2ccccc2)c1
 : 31	-19
> CCN1CCCC1CNC(=O)c1csc2c1CCCC2 (stereo unspecified)
 : -1	13
> O=C(CN1CCOCC1)Nc1cccc(Cl)c1Cl
 : -11	-15
> COC(=O)c1cccc(OCC(O)Cn2cnc3cc(C)c(C)cc32)c1 (stereo unspecified)
 : -10	-78
> CC1CN(C(=O)N2c3ccccc3Sc3ccccc32)C(C)CC1=O (stereo unspecified)
 : -12	-29
> CC(=O)N(CCc1ccccc1C)Cc1cc2cc3c(cc2[nH]c1=O)OCO3
 : 0	-2
> COc1ccc(OC)c(N(CC(=O)Nc2ccccc2)S(C)(=O)=O)c1
 : -8	8
> CCOc1ccccc1NC(=O)CN(c1ccc(C)cc1)S(=O)(=O)c1c(C)n[nH]c1C
 : -22	18
> Cc1cc(Nc2ccc3c(c2)OCCO3)n2nc(C)nc2n1
 : 20	9
> CCc1nnc(NC(=O)CSc2nnc(-c3c[nH]c4ccccc34)n2CCOC)s1
 : -1	11
> COc1ccc2c(CC(=O)Nc3ccc(OC)c(NS(=O)(=O)c4ccc(F)cc4)c3)coc2c1
 : 8	1
> CN1C(=O)Cc2cc(S(=O)(=O)N3CCOCC3)ccc21
 : -1	6
> O=c1nc(-c2ccccc2)n(-c2ccccc2)c2ncccc12
 : -3	-9
> CCCc1nc2c(sc3nc4c(cc32)COC(C)(C)C4)c(=O)n1Cc1ccco1
 : 13	-12
> CCOC(=O)C1CCN(C(=O)CCc2nc3ccccc3[nH]2)CC1
 : -1	-85
> COc1ccc2c(C=Nc3c(C)n(C)n(-c4ccccc4)c3=O)c(O)n(Cc3ccco3)c(=O)c2c1
 : 15	-8
> O=C(/C=C/c1ccc([N+](=O)[O-])cc1)Nc1cccnc1
 : .	8
> CC(C)C(C(=O)Nc1ncn[nH]1)N1C(=O)c2ccccc2C1=O (stereo unspecified)
 : -4	-10
> CCc1nnc(NC(=O)Cn2ccc(C(F)(F)F)n2)s1
 : -3	8
> CC(=O)N1CCc2cc(Br)cc(S(=O)(=O)NCc3ccccn3)c21
 : 5	-11
> Cc1ccc2c(c1)nnn2C1CCN(CC(=O)NCCc2ccccc2)CC1
 : -17	5
> CC1(C)NC(=O)N(CC(O)CN2CCOCC2)C1=O (stereo unspecified)
 : 21	1
> CCOC(=O)C(C)Oc1cccc2c(=O)n(CC(=O)NCc3ccc4c(c3)OCO4)ccc12 (stereo unspecified)
 : -12	7
> COC(=O)COc1ccc2oc(=O)cc(C)c2c1
 : -14	11
> CCOc1ccc(-n2cc(C(=O)NC(C)C)c3cc(OC)c(OC)cc3c2=O)cc1
 : .	-12
> CCCn1c(=O)c(C(=O)Nc2nnc(CC)s2)c(O)c2ccccc21
 : 24	.
> O=C1N(CN2C(=O)C3(OCCO3)c3ccccc32)c2ccccc2C12OCCO2
 : 2	-8
> Cn1c(SCC(=O)N2CCOCC2)nnc1-c1cnccn1
 : -6	6
> Cc1c(C(=O)N2CCCCC2)sc(NC(=O)C2CC2)c1C#N
 : -4	-7
> O=C(CN1CCOc2ccccc21)NC1CCCCCCC1
 : -7	2
> COc1ccc(OC)c(/C=N/NC(=O)c2csc3ccccc23)c1
 : .	-14
> CCc1ccc(/C=C2\SC(=S)N(CCCC(=O)Nc3ccccn3)C2=O)cc1
 : .	-8
> CN(C)S(=O)(=O)c1cccc(NC(=O)COC(=O)c2ccc(Br)o2)c1
 : .	-14
> CNc1ccc(Br)cc(C(=O)/C=C/c2cccc(OC)c2)c1=O
 : .	11
> CC(C)(C)c1ccc(OCC(=O)NCc2ccco2)c(Br)c1
 : 22	6

A draw from above in order of number of heavy atoms, descending.
Every second line gives: HIV RNase H inh	RmlCD inh mix
> CCc1ccc(/C=C2\SC(=S)N(CCCC(=O)Nc3ccccn3)C2=O)cc1
 : .	-8
> COc1ccc(OC)c(/C=N/NC(=O)c2csc3ccccc23)c1
 : .	-14
> CNc1ccc(Br)cc(C(=O)/C=C/c2cccc(OC)c2)c1=O
 : .	11

Structural class: the compounds so far containing a CF3 group.
Every second line gives: HIV RNase H inh	RmlCD inh mix
> O=C(c1cnn2c(C(F)(F)F)cc(-c3cccs3)nc12)N1CCN(C(c2ccccc2)c2ccccc2)CC1
 : .	-7
> CCc1nnc(NC(=O)Cn2ccc(C(F)(F)F)n2)s1
 : -3	8

An excerpt, so the mix of outcomes need not match the whole.
